H9c2 TAG inh = inhibitors of triacylglycerol accumulation; H9c2 cells, Nile Red lipid (TAG) fluorescence; cells loaded with 200 µM oleic acid; inhibition, % at 12.5 µM; actives 0.66% (n = 230,000); AID 651582;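 active = pattern-corrected inhibition of lipid staining of at least 50% with the nuclear-stain viability signal not falling by more than 50%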;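 note: 0% = DMSO wells and 100% = triacsin C control wells; some results filed as inactive read as strong as hits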
H9c2 TAG inh DAPI viability = second read-out of H9c2 TAG inh, no call of its own (marks repeat the call); DAPI nuclei signal change (viability), lower = more cytotoxic, %;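 whole-well DAPI fluorescence read on a plate reader as a viability signal; minus 50 percent equals half of cells still viable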
Active calls of the source: *.

For CN1CCN(c2ncnc3c2ncn3[C@H]2CN(Cc3cccs3)C[C@@H](CO)O2)CC1 the results were H9c2 TAG inh 2 and H9c2 TAG inh DAPI viability 1.
Screening COC(=O)c1cc2c(C)c(C)c3ccccn3c-2c1C(=O)OC returned H9c2 TAG inh -13 and H9c2 TAG inh DAPI viability -2.
Screening COc1ccc(CNC(=O)C2=CC(c3ccc(OC)cc3)=NS(=O)(=O)N2C)cc1 returned H9c2 TAG inh -2 and H9c2 TAG inh DAPI viability -1.
Screening COc1ccc(/C=N\NC(=O)C2CCCC2)cc1Br returned H9c2 TAG inh 7 and H9c2 TAG inh DAPI viability 2.
O=C(CCc1ccc(S(=O)(=O)NC2CCCCC2)cc1)NCc1cccnc1 was read as H9c2 TAG inh -11 and H9c2 TAG inh DAPI viability 6.
COc1ccc(C(=O)NC2CCN(CC(=O)Nc3cccc(C)c3)CC2)cc1OC was read as H9c2 TAG inh 9 and H9c2 TAG inh DAPI viability -20.
`Cn1c(SCCOc2cccc(Cl)c2)nnc1-c1ccncc1` gave H9c2 TAG inh 15 and H9c2 TAG inh DAPI viability 3.
For COc1cc(C(=O)N2CCCc3ccccc32)cc(OC)c1OC the results were H9c2 TAG inh 7 and H9c2 TAG inh DAPI viability -5.
Screening COc1cc2c(C#N)c(N3CCc4ccccc4C3)nc(N)c2c(N)n1 returned H9c2 TAG inh 16 and H9c2 TAG inh DAPI viability -23.
`CCOC(=O)C1(CC2CCCCO2)CCN(Cc2cccnc2)CC1` (stereo not drawn) gave H9c2 TAG inh 7 and H9c2 TAG inh DAPI viability -6.
Cc1cc(=O)oc2cc(NC(=O)COc3ccccc3[N+](=O)[O-])ccc12 was read as H9c2 TAG inh 7 and H9c2 TAG inh DAPI viability -13.
`CS(=O)(=O)N(Cc1ccccc1)c1ccc(C(=O)Nc2ccccc2C(=O)O)cc1` gave H9c2 TAG inh 2 and H9c2 TAG inh DAPI viability -5.
For Cc1ccc(S(=O)(=O)N2CCN(C(=O)COC(=O)CNC(=O)c3ccc(Cl)cc3Cl)CC2)cc1 the results were H9c2 TAG inh -2 and H9c2 TAG inh DAPI viability -4.
Screening COc1ccc(CCNC(=O)C23CN(Cc4ccccc4)CC2C(c2cccc([N+](=O)[O-])c2)=NO3)cc1 (stereo not drawn) returned H9c2 TAG inh -7 and H9c2 TAG inh DAPI viability -6.
`Cc1onc(-c2c(Cl)cccc2Cl)c1C(=O)Nc1c(C)n(C)n(-c2ccccc2)c1=O` gave H9c2 TAG inh -4 and H9c2 TAG inh DAPI viability 7.
Cc1ccc(CNC(=O)CCC2CCCN(Cc3cc4ccccc4o3)C2)o1 (stereo not drawn) was read as H9c2 TAG inh -2 and H9c2 TAG inh DAPI viability -5.
`COC(=O)Nc1ccc2ncn(C)c(=O)c2c1` gave H9c2 TAG inh -10 and H9c2 TAG inh DAPI viability -3.
`Cc1c(NC(=O)CS(=O)(=O)c2ccccc2)c(=O)n(-c2ccccc2)n1C` gave H9c2 TAG inh 10 and H9c2 TAG inh DAPI viability -7.
Screening Cc1cc2ncn(CCOc3ccccc3C#N)c2cc1C returned H9c2 TAG inh 12 and H9c2 TAG inh DAPI viability -5.
For O=C(CN1CCOc2ccccc21)NCc1ccccc1 the results were H9c2 TAG inh 1 and H9c2 TAG inh DAPI viability 3.
Screening C=C(C)Cn1c(N2CC(C)CC(C)C2)nc2c1c(=O)[nH]c(=O)n2C (stereo not drawn) returned H9c2 TAG inh 4 and H9c2 TAG inh DAPI viability 0.
Screening CC(C)(C)c1ccc(C(=O)NCC(=O)O)cc1 returned H9c2 TAG inh -9 and H9c2 TAG inh DAPI viability 4.
For Cc1ccccc1-c1n[nH]nc1C1=CC(=O)C[C@H](c2ccc(F)cc2)C1 the results were H9c2 TAG inh 6 and H9c2 TAG inh DAPI viability -2.
`Cc1cc(S(=O)(=O)Nc2ccc(C(=O)NCC3CCCO3)cc2)ccc1F` (stereo not drawn) gave H9c2 TAG inh 0 and H9c2 TAG inh DAPI viability -3.
CCC[C@@H](CN[C@@H](CNC)[C@H](C)CC)NCC1CCC(C(C)(C)C)CC1 (stereo partly drawn) was read as H9c2 TAG inh 127* and H9c2 TAG inh DAPI viability -41*.
Screening CC1(C)Cc2c(sc3nc(SCC(=O)O)nc(N)c23)CO1 returned H9c2 TAG inh 12 and H9c2 TAG inh DAPI viability -12.
Screening O=c1[nH]c(SCc2ccccc2)nc2ccsc12 returned H9c2 TAG inh 8 and H9c2 TAG inh DAPI viability -7.
`C=CCSc1nnc(-c2cc(C(C)(C)C)nn2Cc2ccc(F)cc2)n1C` gave H9c2 TAG inh -21 and H9c2 TAG inh DAPI viability 5.
`N#Cc1cc2cc3c(cc2nc1Cl)OCCO3` gave H9c2 TAG inh -6 and H9c2 TAG inh DAPI viability 5.
COC(=O)CSc1nc(N)c(C#N)c(C(C)C)c1C#N was read as H9c2 TAG inh -3 and H9c2 TAG inh DAPI viability 3.

Grouped by structure: those above containing a cyano group (4)
Screening COc1cc2c(C#N)c(N3CCc4ccccc4C3)nc(N)c2c(N)n1 returned H9c2 TAG inh 16 and H9c2 TAG inh DAPI viability -23.
Screening Cc1cc2ncn(CCOc3ccccc3C#N)c2cc1C returned H9c2 TAG inh 12 and H9c2 TAG inh DAPI viability -5.
`N#Cc1cc2cc3c(cc2nc1Cl)OCCO3` gave H9c2 TAG inh -6 and H9c2 TAG inh DAPI viability 5.
COC(=O)CSc1nc(N)c(C#N)c(C(C)C)c1C#N was read as H9c2 TAG inh -3 and H9c2 TAG inh DAPI viability 3.

Going on with the list:
`Cc1c(C(=O)O)sc(S(=O)(=O)N2CCN(C(=O)Cc3ccccc3)CC2)c1C(=O)O` gave H9c2 TAG inh -18 and H9c2 TAG inh DAPI viability 5.
Screening C=CCOCCn1[nH]c2ccccc2c1=O returned H9c2 TAG inh -9 and H9c2 TAG inh DAPI viability -1.
Screening Cc1cc(S(=O)(=O)NCCc2ccncc2)cc(C)c1F returned H9c2 TAG inh 2 and H9c2 TAG inh DAPI viability -4.
Screening COc1ccccc1CN(C)C(=O)c1cccc(S(=O)(=O)N2CCCC2)c1 returned H9c2 TAG inh -8 and H9c2 TAG inh DAPI viability -3.
COc1ccc(C)cc1S(=O)(=O)Nc1cc2c3c(c1)CC(=O)N3CCC2 was read as H9c2 TAG inh -13 and H9c2 TAG inh DAPI viability -2.
Screening O=C(CSc1nc2ccccc2n1Cc1ccccc1Cl)N/N=C/c1ccccc1C(=O)O returned H9c2 TAG inh -3 and H9c2 TAG inh DAPI viability 14.
For NC(=O)c1ccc(NC(=O)COC(=O)CC(NC(=O)c2ccccc2Cl)c2ccccc2)cc1 (stereo not drawn) the results were H9c2 TAG inh -4 and H9c2 TAG inh DAPI viability -2.
`CCCCn1c(N)c(N(CC)C(=O)C2CCN(C(=O)c3ccccc3C)CC2)c(=O)[nH]c1=O` gave H9c2 TAG inh 20 and H9c2 TAG inh DAPI viability 2.
`COC(=O)c1cc(NC(=O)COC(=O)C2CCC2)cc(C(=O)OC)c1` gave H9c2 TAG inh -2 and H9c2 TAG inh DAPI viability -3.
For COc1ccc(CCN2C(=O)CC(N3CCOCC3)C2=O)cc1OC (stereo not drawn) the results were H9c2 TAG inh -5 and H9c2 TAG inh DAPI viability 4.
For Cc1nc2c(C(=O)Nc3ccc(N4CCCC(O)C4)cc3)snc2c(=O)[nH]1 (stereo not drawn) the results were H9c2 TAG inh 5 and H9c2 TAG inh DAPI viability 12.
For O=C(CSc1ccccc1F)NC(=O)c1ccc(Cl)cc1 the results were H9c2 TAG inh 5 and H9c2 TAG inh DAPI viability -9.
COc1cc(OC)cc(-c2nc3ccccc3c(=O)n2NC(=O)c2cccnc2Cl)c1 was read as H9c2 TAG inh -8 and H9c2 TAG inh DAPI viability -7.
`COC(=O)C(Cc1ccc(OC(=O)c2ccccc2C)cc1)N1Cc2ccccc2C1=O` (stereo not drawn) gave H9c2 TAG inh -15 and H9c2 TAG inh DAPI viability -7.
`Cc1ccc(Cn2nnc3c(=O)n(CC(=O)c4ccccc4)cnc32)cc1` gave H9c2 TAG inh -6 and H9c2 TAG inh DAPI viability -4.

Structures above with a tert-butyl group:
Screening CC(C)(C)c1ccc(C(=O)NCC(=O)O)cc1 returned H9c2 TAG inh -9 and H9c2 TAG inh DAPI viability 4.
CCC[C@@H](CN[C@@H](CNC)[C@H](C)CC)NCC1CCC(C(C)(C)C)CC1 (stereo partly drawn) was read as H9c2 TAG inh 127* and H9c2 TAG inh DAPI viability -41*.
`C=CCSc1nnc(-c2cc(C(C)(C)C)nn2Cc2ccc(F)cc2)n1C` gave H9c2 TAG inh -21 and H9c2 TAG inh DAPI viability 5.

Next part
Cc1noc(C)c1-c1nc(CS(=O)(=O)c2ccc(Cl)cc2)no1 was read as H9c2 TAG inh -9 and H9c2 TAG inh DAPI viability 16.
For O=C(Cc1cccc([N+](=O)[O-])c1)Nc1cccc(C(=O)N2CCCCC2)c1 the results were H9c2 TAG inh -4 and H9c2 TAG inh DAPI viability 2.
For CCCN(C(=O)CSCc1ccc(C)cc1)c1c(N)n(Cc2ccccc2)c(=O)[nH]c1=O the results were H9c2 TAG inh 13 and H9c2 TAG inh DAPI viability -10.
For O=C(Nc1ccc(Cl)c(Cl)c1)N1CC=C(c2ccccc2)CC1 the results were H9c2 TAG inh 10 and H9c2 TAG inh DAPI viability -9.
Screening CC(C)N1CCN(C(=O)C2CCC(=O)N(CCc3cccc(F)c3)C2)CC1 (stereo not drawn) returned H9c2 TAG inh 0 and H9c2 TAG inh DAPI viability -2.
COC(=O)C[C@H]1c2ccc(C(F)(F)F)cc2S(=O)(=O)N1Cc1ccccc1 was read as H9c2 TAG inh 16 and H9c2 TAG inh DAPI viability -3.
For O=C(Nc1cccc(F)c1)N(Cc1ccc(Cl)cc1)CC(O)C(F)(F)F (stereo not drawn) the results were H9c2 TAG inh -14 and H9c2 TAG inh DAPI viability 3.
Screening O=[N+]([O-])c1ccc(NS(=O)(=O)N2CCOCC2)cc1 returned H9c2 TAG inh 2 and H9c2 TAG inh DAPI viability 2.
Screening COc1ccc2nc(C)c(C(N)=O)cc2c1 returned H9c2 TAG inh -8 and H9c2 TAG inh DAPI viability 6.
Screening O=C(O)c1cc2c(s1)-c1ccccc1OC2 returned H9c2 TAG inh -2 and H9c2 TAG inh DAPI viability 5.
For CCCCCc1ccc(C(=O)CCC(=O)OCC(=O)N(CC)c2c(N)n(Cc3ccccc3)c(=O)[nH]c2=O)cc1 the results were H9c2 TAG inh -12 and H9c2 TAG inh DAPI viability 1.
O=C(Nc1cc(F)c(Br)cc1F)c1ccc(Cl)cc1 was read as H9c2 TAG inh -8 and H9c2 TAG inh DAPI viability 5.
Screening CCOC(=O)C1=CN(Cc2ccco2)S(=O)(=O)NC1c1ccc(F)c(Cl)c1 (stereo not drawn) returned H9c2 TAG inh -16 and H9c2 TAG inh DAPI viability 2.
For CN(C)S(=O)(=O)c1cccc(C(=O)OCC(=O)Nc2sccc2C(N)=O)c1 the results were H9c2 TAG inh -2 and H9c2 TAG inh DAPI viability 8.
For COC(=O)c1ccc2ccn(CC(=O)NC3CCCCC3)c2c1 the results were H9c2 TAG inh -9 and H9c2 TAG inh DAPI viability 6.

Fetched by structure from the list above, 3 records:
Screening O=C(O)c1cc2c(s1)-c1ccccc1OC2 returned H9c2 TAG inh -2 and H9c2 TAG inh DAPI viability 5.
Screening CCOC(=O)C1=CN(Cc2ccco2)S(=O)(=O)NC1c1ccc(F)c(Cl)c1 (stereo not drawn) returned H9c2 TAG inh -16 and H9c2 TAG inh DAPI viability 2.
O=C(Nc1cc(F)c(Br)cc1F)c1ccc(Cl)cc1 was read as H9c2 TAG inh -8 and H9c2 TAG inh DAPI viability 5.

Going on with the list.
Screening COc1cccc(CN(C)C(=O)c2ccc(S(=O)(=O)N3CCCC3)cc2)c1OC returned H9c2 TAG inh 10 and H9c2 TAG inh DAPI viability -9.
C/C(=N\Nc1cccc2cccnc12)c1ccc[nH]1 was read as H9c2 TAG inh 12 and H9c2 TAG inh DAPI viability -4.
CCC(=O)N1CCCc2cc(S(=O)(=O)N3CCN(C4CCCCC4)CC3)ccc21 was read as H9c2 TAG inh 10 and H9c2 TAG inh DAPI viability -10.
`CCSc1nnc(NC(=O)Cc2cc(OC)c(OC)c(OC)c2)s1` gave H9c2 TAG inh -12 and H9c2 TAG inh DAPI viability 9.

Structural class: those above containing a CF3 group.
COC(=O)C[C@H]1c2ccc(C(F)(F)F)cc2S(=O)(=O)N1Cc1ccccc1 was read as H9c2 TAG inh 16 and H9c2 TAG inh DAPI viability -3.
For O=C(Nc1cccc(F)c1)N(Cc1ccc(Cl)cc1)CC(O)C(F)(F)F (stereo not drawn) the results were H9c2 TAG inh -14 and H9c2 TAG inh DAPI viability 3.

Compound activity from PubChem.

These rows are one share of the data; the hit share may differ from the screen's.
